Mcl1 Noxa PPI = Mcl-1/Noxa interaction inhibition; Q07820; TR-FRET Mcl-1/Noxa peptide binding, 2 h; inhibition, % at 21.7 µM; 220,000 tested, 1.5% active; AID 1022;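 active = compounds that cut the protein-peptide binding signal by more than 50% relative to plate controls in a single-dose test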;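 also: His-tagged Mcl-1 with rhodamine Noxa BH3 peptide and terbium anti-His antibody; 0% = Mcl-1 plus Noxa peptide wells and 100% = peptide-only wells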
Target sequence (Q07820 whole entry, looked up): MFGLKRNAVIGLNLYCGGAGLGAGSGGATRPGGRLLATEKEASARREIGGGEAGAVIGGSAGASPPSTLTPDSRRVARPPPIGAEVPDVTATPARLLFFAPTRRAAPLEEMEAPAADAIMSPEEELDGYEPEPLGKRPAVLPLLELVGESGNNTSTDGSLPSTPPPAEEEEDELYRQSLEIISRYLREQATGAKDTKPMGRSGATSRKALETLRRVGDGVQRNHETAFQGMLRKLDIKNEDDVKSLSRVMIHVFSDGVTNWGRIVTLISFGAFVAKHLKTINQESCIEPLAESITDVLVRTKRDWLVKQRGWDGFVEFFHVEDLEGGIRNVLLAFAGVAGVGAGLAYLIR
Rab2A wt mod = changes GTP binding to wildtype dog Rab2A, up or down. 190,000 tested, 0.19% active. P61105. GST-Rab2 wt beads, Bodipy-GTP binding, flow cytometry. GTP binding activity, % at 10 µM;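 active = GTP binding activity at least 20 points away from 100%, either lowered or raised; inconclusive = signal likely due to the compound's own green fluorescence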;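 also: 0% = beads with excess unlabeled GTP and 100% = no-compound control corrected for plate trend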
Rab7 wt GTP bind = alters GTP binding to wildtype dog Rab7; GST-Rab7 beads, fluorescent GTP binding, flow cytometry; actives lie on both sides; untreated = 100%, excess cold GTP = 0%; 190,000 tested, 0.055% active; GTP binding activity (percent of control), % at 10 µM;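 active = fluorescent GTP binding to Rab7 beads changed by at least 20 points from the 100% baseline, either direction, mostly lower; inconclusive = compound itself probably fluorescent, or too few beads counted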;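 also: median green fluorescence of bound Bodipy-FL-GTP per Rab7 bead population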
Pf gamet viab = kills late stage P. falciparum gametocytes; P. falciparum stage V gametocytes, ATP luminescence, 24 h; AID 743093; inhibition, % at 10.9 µM; 150,000 tested, 0.065% active;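 active = inhibition above the mean plus 3 SD of compounds within the control limits, set per campaign, cut at about 38% in these data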;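 also: 0% = DMSO wells and 100% = medium only without gametocytes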
Cdc42 wt GTP = modulators (inhibitors or activators) of GTP binding to human Cdc42 wildtype | P60953 | GST-Cdc42 beads, Bodipy-GTP binding, flow cytometry; actives lie on both sides | percent activity (GTP binding), % at 10 µM | 190,000 tested, 0.2% active | AID 761;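 active = percent activity GTP binding at least 20 points away from the 100% baseline, either down as inhibitor or up as activator; inconclusive = compound flagged as likely green fluorescent from well-wide comparison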;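 also: median bead fluorescence of bound Bodipy-FL-GTP at 100 nM; 0% = excess unlabeled GTP control and 100% = no compound control; below 100% means less GTP binding so inhibitor and above means activator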
Target sequence (P60953 whole entry, looked up): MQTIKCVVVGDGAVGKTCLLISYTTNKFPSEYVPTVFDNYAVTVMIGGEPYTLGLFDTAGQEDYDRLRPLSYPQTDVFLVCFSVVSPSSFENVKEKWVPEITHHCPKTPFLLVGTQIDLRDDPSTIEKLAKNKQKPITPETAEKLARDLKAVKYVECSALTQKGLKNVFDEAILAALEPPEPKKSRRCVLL
Rac1 wt GTP bind = human Rac1 wildtype GTP binding, inhibitors and activators; GST-Rac1 beads, fluorescent GTP binding, flow cytometry; actives lie on both sides; 0 = cold GTP competed, 100 = untreated; AID 757; 190,000 tested, 0.27% active; GTP binding activity (% of control), % at 10 µM; P63000;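 active = GTP binding activity at least 20 points away from the 100% control level, either lower or higher; inconclusive = compound flagged as likely green fluorescent, judged across all proteins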
Avidin fluor = avidin bead compound fluorescence profile. Avidin beads, compound fluorescence 488/530 nm, flow cytometry; active compounds read high. fluorescence (KMESF) at 10 µM. 220,000 tested, 0.38% active. AID 1775; in the data active = fluorescence above about 47; also: inactives centre near 10
HRas wt GTP = human HRas wildtype GTP binding, change in either direction; GST-Ras wt beads, Bodipy-FL-GTP binding, flow cytometry; actives lie on both sides; GTP binding activity, % at 10 µM; 190,000 tested, 0.14% active; AID 759;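 active = GTP binding activity at least 20% away from the 100% baseline, either lowered as inhibitor or raised as activator; inconclusive = flagged as likely green fluorescent, judged across all proteins in the well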;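 also: 0% = unlabeled GTP competition control and 100% = no-compound control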
Target sequence (P01112 whole entry, looked up): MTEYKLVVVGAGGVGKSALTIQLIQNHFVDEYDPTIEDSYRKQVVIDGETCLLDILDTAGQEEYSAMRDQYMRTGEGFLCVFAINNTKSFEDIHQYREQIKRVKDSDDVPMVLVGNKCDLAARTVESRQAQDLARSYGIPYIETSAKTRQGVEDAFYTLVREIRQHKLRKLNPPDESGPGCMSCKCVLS
GSH fluor = compound fluoresces at 488/530 nm on GSH beads; GSH beads flow cytometry, compound fluorescence 488/530 nm; active compounds read high; fluorescence (KMESF) at 10 µM; 190,000 tested, 0.25% active; AID 1776; in the data active = fluorescence above about 89;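 also: glutathione beads carrying GST-tagged Bcl family fusion proteins plus one bare bead set; values are compound well signal with DMSO vehicle wells as background; inactives centre near 16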
Rac1 mut GTP = alters GTP binding to activated mutant human Rac1; 190,000 tested, 0.11% active; percent activity (GTP binding), % at 10 µM; P63000; AID 764; GST-Rac1 activated beads, fluorescent GTP binding, flow cytometry; actives lie on both sides; 100% means binding = to untreated wells;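 active = GTP binding at least 20 percentage points away from the 100% baseline, in either direction, so actives lie on both sides; inconclusive = Compound likely fluorescent itself, or too few beads counted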
Mcl1-Bid inh = disrupts binding of human Mcl-1 to Bid peptide. Q07820. TR-FRET Mcl-1/Bid-Dy647 peptide binding, 1536-well. inhibition, % at 21.7 µM. 220,000 tested, 0.97% active;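 active = compounds that cut the binding signal by more than half at the single screening dose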;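 also: His-tagged Mcl-1 with europium anti-His antibody binding Bid BH3 peptide; 0% = Mcl-1 plus peptide wells and 100% = peptide-only wells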
Numbers without * were called inactive; u = inconclusive; x = not tested or not shown; & = joins results of further samples. Rows are unselected; any-hit rate near 3%.

SMILES	Mcl1 Noxa PPI	Rab2A wt mod	Rab7 wt GTP bind	Pf gamet viab	Cdc42 wt GTP	Rac1 wt GTP bind	Avidin fluor	HRas wt GTP	GSH fluor	Rac1 mut GTP	Mcl1-Bid inh
COc1ccc(CN2CC(=O)N(c3ccc(C)c(C)c3)C2=S)cc1OC	-1.4	95.0	94.0	4.1	94.0	96.0	19	95.0	9	95.0	-29.9
O=C(C1CC1)N1N=C2CCCCC2C1(O)C(F)(F)F (centres undefined)	-1.2	99.0	107.0	3.5	98.0	98.0	11	99.0	23	96.0	-16.7
COc1ccc(C(=O)C2CCCN(Cc3cccn3-c3ccccn3)C2)cc1F (centres undefined)	-5.2	97.0	101.0	12.1	93.0	97.0	7	98.0	14	94.0	-25.8
COc1ccc(NC(=O)CC2C(=O)N(Cc3cccs3)C(=S)N2C(C)C)cc1 (centres undefined)	17.9	99.0	105.0	-37.5	94.0	98.0	9	97.0	10	94.0	-5.0
CCN1CCN(c2ccc(NC(=O)Cc3ccccc3)cc2)CC1	28.1	101.0	101.0	10.4	104.0	107.0	12	100.0	36	101.0	11.4
CCc1ccc2c(c1)cc(CN(C(=S)Nc1cccc(C)c1)C1CC1)c1nnnn12	-23.4	97.0	97.0	-19.4	103.0	106.0	27	100.0	10	99.0	-14.3
O=C(Nc1cc(S(=O)(=O)N2CCCC2)ccc1OCC(F)(F)F)c1ccccc1F	4.0	97.0	97.0	6.0	99.0	101.0	11	95.0	23	97.0	0.5
CN1CCN(C(=O)Cn2c(=O)oc3cc(S(=O)(=O)NCc4ccccc4)ccc32)CC1	19.8	103.0	98.0	x	104.0	107.0	8	102.0	14	102.0	-12.2
O=C(COC(=O)c1sc2cc(F)ccc2c1Cl)Nc1ncc(Cl)cc1Cl	-4.3	100.0	100.0	-11.3	101.0	103.0	13	100.0	12	100.0	-5.5
COc1ccc(CCNC(=O)c2ccn[nH]2)cc1OC	17.9	105.0	102.0	-4.9	106.0	108.0	11	106.0	11	101.0	-17.2
CCOc1[nH]n(-c2ccc(Cl)cc2)c(=O)c1C=Nc1ccc(O)cc1	1.7	u	u	-12.8	u	u	13	u	14	u	-6.4
N#CC1=C(SCC(N)=O)NC(=O)CC1c1ccccc1Cl (centres undefined)	-3.4	100.0	101.0	x	104.0	102.0	6	102.0	13	96.0	-15.4
CC(CNC(=O)c1cncc(O)c1)NC(=O)c1cncc(O)c1 (centres undefined)	17.6	102.0	101.0	x	101.0	105.0	5	102.0	12	101.0	22.7
CCOc1ccc(NC(=O)COc2ccccc2)c([N+](=O)[O-])c1	8.0	95.0	95.0	-14.2	98.0	96.0	11	93.0	14	95.0	-6.5
O=C(/C=N/O)NCCN1CCCCC1	9.1	97.0	95.0	-24.7	98.0	100.0	23	97.0	16	96.0	2.5
CC(=O)NC(=S)Nc1ccc(NC(=O)COc2ccc(Cl)cc2Cl)cc1	-4.6	101.0	95.0	-2.4	102.0	99.0	78*	99.0	3	97.0	10.9
Cc1nn(C)c(Cl)c1/C=C/C(=O)O	12.1	98.0	106.0	-4.7	94.0	102.0	15	97.0	16	96.0	-11.3
Cn1cnnc1SCC(=O)Nc1ncc(C(F)(F)F)cc1Cl	8.6	95.0	90.0	7.9	95.0	96.0	10	95.0	13	98.0	-27.6
O=C(c1ccccc1-c1nc2ccccc2[nH]1)N1CCOCC1	3.4	100.0	99.0	-21.0	103.0	103.0	7	99.0	5	100.0	-24.7
CN(C)CC(=O)Nc1ccc(Oc2ccc(Cl)cc2)cc1	23.6	95.0	98.0	x	97.0	101.0	5	96.0	20	98.0	-2.2
Cc1nc(S/C(=C/c2ccc(-c3ccc(Cl)cc3)o2)C(=O)O)n[nH]1	50.2	102.0	102.0	x	102.0	102.0	6	101.0	12	101.0	2.3
COc1ccccc1NC(=O)NCC(=O)Nc1ccc(F)c(F)c1	0.1	98.0	102.0	-13.6	101.0	101.0	13	103.0	45	100.0	-34.0
Oc1ccc(NC(=S)Nc2ccccc2)cc1	-4.6&18.1	99.0	102.0	-3.8	102.0	105.0	3&1	101.0	6	98.0	-19.8&-87.8
CC(C)Sc1nc(SCC(=O)NCc2ccco2)c2c3c(sc2n1)COC(C)(C)C3	-196.2	103.0	101.0	x	103.0	102.0	6	104.0	23	97.0	-18.9
O=C1CC(c2ccc(OCCCCCOc3ccc(C4CC(=O)NC4=O)cc3)cc2)C(=O)N1 (centres undefined)	4.5	96.0	100.0	-4.3	94.0	95.0	10	95.0	11	94.0	-31.8
COCCCn1cc(C(=O)c2cc(OC)ccc2OCC(=O)N2CCCCC2C)cc(C#N)c1=O (centres undefined)	6.6	97.0	98.0	9.3	98.0	99.0	22	100.0	12	97.0	-44.4
COc1ccccc1CNC(=O)CCn1c(=O)sc2ccccc21	12.0	99.0	96.0	x	101.0	102.0	5	99.0	25	97.0	-6.4
O=C(c1ccco1)N1CCN(C(=O)C2CCCO2)CC1 (centres undefined)	1.7	101.0	100.0	x	100.0	103.0	35	102.0	24	100.0	2.5
CC1(C)CC(=O)c2cc(OCC(=O)NCCN3CCCc4ccccc43)ccc2O1	10.8	104.0	104.0	-26.1	103.0	101.0	19	105.0	21	100.0	-44.0
COc1ccc(S(=O)(=O)Nc2cccc(C)n2)c2ccccc12	18.5	98.0	97.0	16.2	94.0	100.0	5	97.0	13	95.0	-12.6

Pulled by structure from above:
SMILES	Mcl1 Noxa PPI	Rab2A wt mod	Rab7 wt GTP bind	Pf gamet viab	Cdc42 wt GTP	Rac1 wt GTP bind	Avidin fluor	HRas wt GTP	GSH fluor	Rac1 mut GTP	Mcl1-Bid inh
Cc1nn(C)c(Cl)c1/C=C/C(=O)O	12.1	98.0	106.0	-4.7	94.0	102.0	15	97.0	16	96.0	-11.3
Oc1ccc(NC(=S)Nc2ccccc2)cc1	-4.6&18.1	99.0	102.0	-3.8	102.0	105.0	3&1	101.0	6	98.0	-19.8&-87.8

Next section
SMILES	Mcl1 Noxa PPI	Rab2A wt mod	Rab7 wt GTP bind	Pf gamet viab	Cdc42 wt GTP	Rac1 wt GTP bind	Avidin fluor	HRas wt GTP	GSH fluor	Rac1 mut GTP	Mcl1-Bid inh
COC(=O)N1CN(C(=O)OC)CN(C(=O)OC)C1	3.6	102.0	95.0	x	105.0	101.0	13	103.0	22	101.0	-24.4
O=C(N=Nc1c(O)[nH]c2ccc(Cl)cc12)c1cc(-c2cccs2)nc2ccccc12	59.7*	100.0	100.0	-31.3	103.0	104.0	13	102.0	5	100.0	85.1*
CCC(Sc1nc2ccccc2c(=O)[nH]1)C(=O)O (centres undefined)	-0.8	100.0	98.0	-3.0	99.0	102.0	35	100.0	24	99.0	7.5
Oc1c(C(c2ccccc2Cl)N2CCCC2)ccc2cccnc12 (centres undefined)	27.9	94.0	94.0	19.0	96.0	94.0	7	93.0	23	94.0	-2.7
O=c1[nH]cnc2c1sc(=S)n2-c1ccccc1	-6.6	101.0	100.0	-49.0	106.0	106.0	8	102.0	13	100.0	-5.1
O=C(CN1CCCC1)Nc1ccc(NC(=O)Nc2ccccc2)cc1	13.3	101.0	102.0	x	103.0	101.0	10	100.0	15	100.0	-24.7
O=C(CSc1ncn[nH]1)N1CCN(c2nnc(-c3ccccc3)c3ccccc23)CC1	-10.9	94.0	92.0	7.9	96.0	98.0	13	93.0	26	95.0	13.6
O=C(COc1ccc(Cl)cc1)N1CCN(S(=O)(=O)c2ccc(Cl)cc2)CC1	13.3	104.0	103.0	x	101.0	99.0	17	103.0	12	97.0	-5.4
COc1ccc(C2C(C(=O)OCC(=O)Nc3ccc(C)cc3)CCC(=O)N2c2ccc(OC)cc2)cc1 (centres undefined)	-23.1	101.0	98.0	4.9	103.0	104.0	16	101.0	24	101.0	-18.6
Cc1nc2ccccc2nc1CSc1nncs1	4.3	96.0	96.0	x	106.0	101.0	22	95.0	11	99.0	-15.0
CC(=O)Oc1ccc(-c2csc(Nc3ccc(S(N)(=O)=O)cc3)n2)cc1	12.6	94.0	92.0	-12.2	94.0	96.0	31	95.0	55	95.0	-36.4
Cc1ccc(CN(c2ccc(C(=O)NCC3CCCO3)cc2)S(C)(=O)=O)cc1 (centres undefined)	-12.3	93.0	94.0	-36.4	95.0	95.0	22	92.0	10	95.0	-15.4
CSc1ccccc1NC(=O)Nc1cccc(F)c1	15.6	100.0	106.0	11.7	96.0	98.0	5	98.0	12	95.0	-51.5
FC(F)Sc1ccc(-n2cc(-c3ccccc3)[n+]3c2CCC3)cc1	2.4	100.0	100.0	20.4	104.0	106.0	5	102.0	11	103.0	1.6
Cc1cc(NC(=O)c2ccc(Cl)cc2Cl)n(CCC#N)n1	0.1	100.0	104.0	5.6	101.0	100.0	11	99.0	11	97.0	-16.5
O=C(c1cccc(NS(=O)(=O)c2ccc(F)c(F)c2)c1)N1CCN(Cc2ccccc2)CC1	-1.8	96.0	96.0	2.8	100.0	99.0	14	99.0	9	99.0	-9.3
Cc1ccc(C)c2[nH]c(=O)c(CN(CCN3CCOCC3)Cc3nnnn3CC3CCCO3)cc12 (centres undefined)	-12.0	94.0	100.0	x	96.0	95.0	17	97.0	14	95.0	-8.2
O=c1oc2ccccc2c(Nc2ccccc2O)c1[N+](=O)[O-]	13.8	95.0	102.0	-31.9	96.0	98.0	11	95.0	51	92.0	-20.5
N#C/C(=C\c1ccc(OC(=O)c2ccccn2)cc1)C(N)=O	-2.3	98.0	95.0	3.5	101.0	99.0	10	94.0	11	97.0	-11.6
CCOC(=O)N1CCN(C(=O)CCn2c(=S)[nH]c3cc(OCC)c(OCC)cc3c2=O)CC1	22.9	99.0	100.0	x	98.0	101.0	15	99.0	14	98.0	-21.4
O=C(CSc1nnc2ccccn12)NCc1ccc2c(c1)OCO2	8.4	100.0	104.0	x	98.0	99.0	9	97.0	17	99.0	-4.5
O=C(OCc1c(Cl)nc2sccn12)c1cc2c(s1)CCCC2	-18.0	100.0	99.0	-0.9	99.0	101.0	11	100.0	21	98.0	-11.0
NC(=O)CCC(NS(=O)(=O)c1ccc(Cl)cc1)C(=O)NCc1ccccc1Cl (centres undefined)	5.6	98.0	96.0	x	105.0	102.0	4	101.0	9	97.0	-9.9
Cn1c(=NC(=O)c2cnccn2)sc2ccccc21	39.3	97.0	96.0	x	96.0	99.0	15	97.0	5	97.0	-42.6
COC(=O)CSc1nc(C)cc(C(F)(F)F)c1C#N	5.9	97.0	99.0	-5.4	97.0	98.0	3	96.0	24	95.0	21.3
Nc1c(C(=O)NCc2ccc3c(c2)OCO3)c2nc3ccccc3nc2n1CCCN1CCOCC1	34.6	104.0	105.0	x	102.0	101.0	15	102.0	21	99.0	-28.0

From PubChem BioAssay
